TRPC4 PAM – allosteric potentiators of mouse TRPC4 channel; HEK293 TRPC4beta/mu-opioid, DAMGO EC20, Fluo-4 Ca2+ flux; stronger effect = higher value; B-score at 10 µM; 0.42% of 310,000 active;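 active = B-score of calcium response area above 5 SD of library B-scores, with initial fluorescence ratio within 5 SD of library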;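 note: B-score of integrated fluorescence ratio over time as area under calcium response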
Target sequence (Q9QUQ5 whole entry, looked up): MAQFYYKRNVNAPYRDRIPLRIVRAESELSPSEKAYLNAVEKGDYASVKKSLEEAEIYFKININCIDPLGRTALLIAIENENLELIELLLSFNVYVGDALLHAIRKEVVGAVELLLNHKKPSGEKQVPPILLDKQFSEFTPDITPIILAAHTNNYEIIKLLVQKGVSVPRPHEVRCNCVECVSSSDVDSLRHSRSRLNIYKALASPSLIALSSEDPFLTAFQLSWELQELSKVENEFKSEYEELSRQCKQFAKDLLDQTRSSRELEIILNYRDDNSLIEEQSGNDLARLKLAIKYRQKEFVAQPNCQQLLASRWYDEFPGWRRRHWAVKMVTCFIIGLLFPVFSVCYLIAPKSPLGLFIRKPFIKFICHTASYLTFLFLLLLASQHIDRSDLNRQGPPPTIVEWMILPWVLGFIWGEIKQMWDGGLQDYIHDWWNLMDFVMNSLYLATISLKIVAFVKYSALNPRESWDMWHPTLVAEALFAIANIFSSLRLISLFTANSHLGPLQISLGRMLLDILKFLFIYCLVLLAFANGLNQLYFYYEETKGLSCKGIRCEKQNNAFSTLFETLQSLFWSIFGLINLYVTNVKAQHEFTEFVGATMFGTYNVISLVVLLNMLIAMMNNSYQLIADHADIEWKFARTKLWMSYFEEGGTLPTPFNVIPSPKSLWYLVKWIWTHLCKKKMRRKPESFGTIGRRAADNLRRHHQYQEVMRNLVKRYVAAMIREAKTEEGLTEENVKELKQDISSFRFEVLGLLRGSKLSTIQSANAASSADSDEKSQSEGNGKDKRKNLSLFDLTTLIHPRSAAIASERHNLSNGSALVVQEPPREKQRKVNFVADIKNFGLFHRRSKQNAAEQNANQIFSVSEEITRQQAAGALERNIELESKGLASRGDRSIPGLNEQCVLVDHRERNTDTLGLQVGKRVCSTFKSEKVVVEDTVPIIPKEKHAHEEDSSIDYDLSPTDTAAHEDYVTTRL
TRPC4 act – opens the mouse TRPC4 cation channel; Q9QUQ5; HEK293 TRPC4beta/mu-opioid, Fluo4 calcium fluorescence; stronger effect = higher value; B-score at 10 µM; 0.49% of 310,000 active; AID 2237;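 active = B-score above 5 SD of library B-scores, and initial fluorescence ratio not above library mean plus 5 SD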;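 note: positive B-score marks a calcium rise read as TRPC4 activation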
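System: HEK293 cells stably co-expressing mouse TRPC4beta and mu-opioid receptor; Schedule: Fluo4 dye loading 45 min at room temperature, 110 s recording; Detection: Fluo4 fluorescence, kinetic; Evaluation: B-scored integrated calcium fluorescence ratio; Controls: buffer (low) and maximal DAMGO (high).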
HIF activator – HIF pathway transcriptional activation; activation, % at 7.5 µM (by protocol); 0.32% of 300,000 active; U2OS HRE-luciferase reporter, luminescence; normalized: DMSO 0%, desferrioxamine 100%;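 active = mean activation of at least 10% of the iron chelator positive control signal, with at least half of replicates also reaching 10%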
MrgX1 PAM – allosterically activates human MrgX1 receptor signaling. B-score at 10 µM. Q96LB2. 0.63% of 310,000 active. AID 588675. MrgX1-HEK293, Fluo-4 calcium flux, FDSS; stronger effect = higher value;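 active = plate-corrected calcium response at least 3 library SD above typical, normal starting fluorescence, not activating the receptor alone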;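 note: compound read alongside a low EC10 to EC30 dose of BAM8-22 agonist; peak minus trough fluorescence over baseline measured at the second addition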
TRPC4 inh – blocks the mouse TRPC4 cation channel. Q9QUQ5. HEK293 TRPC4beta/mu-opioid, DAMGO-evoked Fluo4 calcium flux; stronger effect = lower value. B-score at 10 µM. 0.39% of 300,000 active. AID 2247;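 active = B-score over 3 SD under the library average, no early fluorescence shift, positive overall ratio signal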
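Test system – stable TRPC4beta/mu-opioid receptor HEK293 cells · Probe or stimulus – DAMGO, a submaximal dose followed by a maximal one · Dosing – one concentration per compound · Signal – Fluo4 calcium fluorescence by kinetic imaging, 5 s 1 Hz baseline · Evaluation – per-well B score of integrated baseline-normalized Fluo4 ratio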
PolyA inh – blocks polyadenylation in yeast reporter cells | S. cerevisiae SKY197-pL101 polyadenylation reporter, beta-gal luminescence; efflux-impaired pdr1/pdr3 knockout yeast; score 100 = 6 SD above DMSO | calls only at 12 µM | 0.02% of 300,000 active;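 active = lowest replicate activity score at least 50, where 100 means six control SD above control mean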;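 note: yeast exposed to compound for 9 h at 30 °C; higher score means more reporter readthrough which indicates perturbed polyadenylation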
TRPC6 inh – inhibitors of mouse TRPC6 channel; 1.1% of 310,000 active; Q61143; B-score at 10 µM; HEK293-TRPC6, membrane potential dye, ACh-evoked depolarization; stronger effect = lower value; AID 2553;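 active = B-score under library mean minus 3 SD, initial fluorescence not abnormally high, positive integrated signal ratio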;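 note: B-score derived from integrated fluorescence ratio over the kinetic read; more negative B-score means stronger inhibition of depolarization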
AI-2 QS mod – Vibrio harveyi AI-2 quorum sensing modulation | Vibrio harveyi JMH597 AI-2 luminescence/OD600 ratio, 9 h; stronger effect = lower value; strain lacks LuxN and CqsS sensors; 0 = neutral-control median | activity change, % at 7.5 µM | 0.4% of 300,000 active; in the data active = activity change below about -75%, passing the limit was not always enough;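 note: luminescence divided by OD600 gain over 9 h not by final OD600 alone; inactives centre near 13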
MrgX1 antag – blocks BAM8-22 activation of human MrgX1 receptor; MRGX1-HEK293 calcium flux, Fluo-4, BAM8-22 antagonism; stronger effect = lower value; Q96LB2; 1.3% of 310,000 active; B-score at 10 µM;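 active = calcium-response B-score plate-corrected more than 3 library SD below zero, starting fluorescence within 5 deviations, no agonist response on first addition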;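 note: peak minus trough fluorescence over baseline after final BAM8-22 challenge near maximal dose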
TRPC6 activator – mouse TRPC6 channel activation | AID 2550 | 0.13% of 310,000 active | HEK293-TRPC6 membrane potential dye fluorescence; stronger effect = higher value | B-score at 10 µM;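 active = B-score of the integrated fluorescence ratio above library mean plus 3 SD, and starting fluorescence ratio within library mean plus 5 SD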;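 note: higher score means more depolarization so channel activation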
MrgX1 ag – human MrgX1 receptor agonism, primary screen; Q96LB2; MrgX1-HEK293 cells, Fluo-4 calcium fluorescence, agonist mode; stronger effect = higher value; B-score at 10 µM; 0.44% of 310,000 active; AID 588627;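 active = calcium response B-score plate-corrected fluorescence ratio at least 3 library SD, with starting fluorescence B-score inside 5 SD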
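Material: MrgX1-expressing HEK293 cells; input: 15,000 cells per well; doses: test compound given as first of three sequential additions; schedule: overnight plating before 1 h dye loading; technique: Fluo-4 NW calcium-flux fluorescence, kinetic read; evaluation: baseline-normalised fluorescence change ratio, B-scored; control set: plate-wise positive and negative controls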
An asterisk follows results filed as active; i = inactive; / = no result given. Not all compounds are listed. The share of hits here may be higher or lower than overall.

SMILES	TRPC4 PAM	TRPC4 act	HIF activator	MrgX1 PAM	TRPC4 inh	PolyA inh	TRPC6 inh	AI-2 QS mod	MrgX1 antag	TRPC6 activator	MrgX1 ag
c1ccc(-c2csc(-c3cccnc3)n2)cc1	i	i	3.1	14*	i	i	i	17	i	i	i
Cc1occc1C(=O)Nc1ccc([N+](=O)[O-])cc1Br	i	i	0.4	i	i	i	i	33	i	i	i
O=C(COC(=O)c1ccco1)Nc1ccc2c(c1)OCO2	i	i	-0.3	i	i	i	i	17	i	i	i
Cc1ccc2cc(CN(Cc3ccccc3)Cc3nnnn3C3CCCC3)c(=O)[nH]c2c1	i	i	0.1	i	i	i	i	13	i	i	i
Cc1c(C(=O)Oc2cc(N)n(S(C)(=O)=O)n2)cccc1[N+](=O)[O-]	i	i	-0.3	6.7*	i	i	i	16	i	i	i
CC(=O)N1CCSc2ccc(S(=O)(=O)NCCc3cccc(C)c3)cc21	i	i	-0.2	i	i	i	i	30	i	i	i
COC(=O)c1c(NC(=O)CSc2nccn2C)sc(C)c1C	i	i	0.5	i	i	i	i	16	i	i	i
CCOC(=O)c1c(C)[nH]c(C)c1S(=O)(=O)N(C)CC(=O)Nc1ccccc1C	i	i	-0.3	i	i	i	i	9	i	i	i
COc1ccc(S(=O)(=O)NCCCN2CCCC2=O)cc1OC	i	i	0.2	i	i	i	i	19	i	i	i
O=C(NCCc1ccccc1)c1nccc2ccccc12	i	i	2.6	i	i	i	i	4	i	i	i
CCN(CC)S(=O)(=O)c1cc(NC(=O)COC(=O)c2ccc(NC(=O)CC#N)cc2)ccc1C	i	i	-0.2	i	i	i	i	20	i	i	i
CCOc1ccccc1NC(=O)COC(=O)COc1c(Cl)cc(Cl)c2ccc(C)nc12	i	i	-0.4	i	i	i	i	15	i	i	i
C/C(N)=C(/C#N)C(=O)COC(=O)c1cc(-c2ccc(C)cc2)nc2ccccc12	i	i	0.3	i	i	i	i	19	i	i	i
COc1ccccc1C(C)NCC(=O)NCc1ccc(C)cc1 (stereo unspecified)	i	i	-2.3	i	i	i	i	11	i	i	i
NC(=O)CC(NC(=O)c1cccc(Br)c1)c1ccc(NC2CCC2)c([N+](=O)[O-])c1 (stereo unspecified)	i	i	1.4	i	i	i	i	25	i	i	i
Cc1ccc[n+](CC(=O)Nc2ccc([N+](=O)[O-])cc2Cl)c1	i	i	0.4	i	i	i	i	1	i	i	i
O=C(CN1CCOCC1)n1c2c(c3ccccc31)CCCC2	i	i	-0.2	i	i	i	i	-13	i	i	i
NC(=O)C1(N2CCCCC2)CCN(C(=S)Nc2cc(F)cc(F)c2)CC1	i	i	-0.4	i	i	i	i	12	i	i	i
CCCOc1ccc(C(=O)Nc2ccc(CN3CCOCC3)cc2)cc1	i	i	-15	i	i	i	i	24	i	i	i
C/C(=N\NC(=O)c1ccc(N/N=C(\C)c2ccc(O)cc2)cc1)c1ccc(O)cc1	i	i	0.8	i	i	i	i	23	i	i	i
COc1ccccc1/C=C/C(=O)NC(=S)Nc1ccccn1	i	i	2.7	i	i	/	i	-11	i	i	i
CSC1=C(C#N)C(=O)NC(c2ccc(Cl)cc2)S1 (stereo unspecified)	i	i	-0.2	i	i	i	i	13	i	i	i
CSCCC(NS(=O)(=O)c1ccc(C)cc1)C(=O)NNC(=O)c1csc(N2CCOCC2)n1 (stereo unspecified)	i	i	-0.7	i	i	i	i	23	i	i	i
CCN1CCN(CCCNC(=O)C2c3ccccc3C(=O)N(c3ccc(OC)cc3)C2c2ccc(OC)cc2)CC1 (stereo unspecified)	i	i	0.2	i	i	i	i	7	i	i	i
COc1cc2[nH]c(=S)n(C3CCCC3)c(=O)c2cc1OC	i	i	-0.2	i	i	i	i	6	i	i	i
Cc1c(C(=O)NCc2ccccc2)cnn1-c1ccccc1	i	i	0.4	i	i	i	i	-1	i	i	i
COC(=O)c1[nH]c2ccccc2c1NS(=O)(=O)c1ccc(OC)cc1OC	i	i	0.1	i	i	i	i	2	i	i	i
O=C(Nc1ccc(O)c(C(=O)O)c1)Oc1ccccc1	i	i	0.0	i	i	i	i	14	i	i	i
Cc1onc(-c2ccccc2)c1C(=O)NC(=S)NNC(=O)c1ccccc1O	i	247*	-17	i	i	i	i	34	i	i	107*
COc1ccc(CN2C3CCC2CC(NC(=O)c2cccc(F)c2)C3)cc1 (stereo unspecified)	i	i	-0.4	i	i	i	i	8	i	i	i

Shown as a markdown table: entries from further up.
| SMILES | TRPC4 PAM | TRPC4 act | HIF activator | MrgX1 PAM | TRPC4 inh | PolyA inh | TRPC6 inh | AI-2 QS mod | MrgX1 antag | TRPC6 activator | MrgX1 ag |
| --- | --- | --- | --- | --- | --- | --- | --- | --- | --- | --- | --- |
| CSC1=C(C#N)C(=O)NC(c2ccc(Cl)cc2)S1 (stereo unspecified) | i | i | -0.2 | i | i | i | i | 13 | i | i | i |
| CSCCC(NS(=O)(=O)c1ccc(C)cc1)C(=O)NNC(=O)c1csc(N2CCOCC2)n1 (stereo unspecified) | i | i | -0.7 | i | i | i | i | 23 | i | i | i |

Continuation.
SMILES	TRPC4 PAM	TRPC4 act	HIF activator	MrgX1 PAM	TRPC4 inh	PolyA inh	TRPC6 inh	AI-2 QS mod	MrgX1 antag	TRPC6 activator	MrgX1 ag
COc1cc(C(=O)Nc2scc(-c3ccc(Br)cc3)c2C(=O)O)cc(OC)c1OC	i	i	-1.4	i	i	i	i	2	i	i	i
O=C(Cc1ccccc1)Nc1nonc1NC(=O)c1ccccc1	i	i	2.0	i	i	i	i	0	i	i	i
O=C(NCc1n[nH]c(=S)n1-c1ccc(F)cc1)c1ccc(S(=O)(=O)N2CCCC2)cc1	i	i	0.4	i	i	i	i	12	i	i	i
Cc1ccccc1N1CCN(Cc2ccc([N+](=O)[O-])o2)CC1	i	i	0.8	i	i	i	i	/	i	i	i
CCCCn1c(N)c(N(CCC(C)C)C(=O)C2=COCCO2)c(=O)[nH]c1=O	i	i	-0.2	i	i	i	i	9	i	i	i
CN1CCc2nc(SCC(=O)Nc3cccc(F)c3)c(C#N)c(-c3cccs3)c2C1	i	i	0.2	i	i	i	i	17	i	i	i
O=C(NCCCN1CCCCCC1)c1ccc2c(c1)NC(=O)C(N1CCOCC1)S2 (stereo unspecified)	i	i	-0.9	i	i	i	i	3	i	i	i
Cc1ccc2c(c1)C(=O)C(=O)N2CC1COc2ccccc2O1 (stereo unspecified)	i	i	2.7	i	i	i	i	25	i	i	i
Cc1cccc(-c2nc3ccccc3c(=O)n2NC(=O)Cc2ccc(Cl)cc2)c1	i	i	-0.4	i	i	i	i	-8	i	i	i
CN1CCN(/N=C/c2cccc(Cl)c2Cl)CC1	i	i	1.4	i	i	i	i	13	i	i	i
COc1c(O)ccc(/C=C(\C#N)c2nc3ccccc3[nH]2)c1[N+](=O)[O-]	i	i	1.1	i	i	i	i	2	i	i	i
CC(C)c1ccc(N(CC(=O)NC(C)(C)C)C(=O)CCC(=O)Nc2nccs2)cc1	i	i	1.6	i	i	i	i	8	i	i	i
CCOc1cc(N2CCOCC2)c(OCC)cc1NC(=O)COC(=O)COc1cc(C)cc(C)c1	i	i	0.1	i	i	i	i	2	i	i	i
CC(C)OCCCNC(=O)c1cc(S(=O)(=O)N2CCc3ccccc32)cn1C	i	i	0.1	i	i	i	i	11	i	i	i
COCCNC(=O)c1cc2c(-c3ccc(Cl)cc3)nn(C)c2s1	i	i	/	i	i	i	i	-4	i	i	i
CN(CCOc1ccccc1)C(=O)c1cc(COc2c(F)cccc2F)on1	i	i	0.7	i	i	i	i	6	i	i	i
CC1CCN(CCCNC(=O)c2ccc(Cn3c(=S)[nH]c4ccc(Br)cc4c3=O)cc2)CC1	i	i	-0.7	i	i	i	i	7	i	i	i
Cc1ccc(-c2cc(C(=O)Nc3ccc4c(c3)OCCO4)c3ccccc3n2)cc1	i	i	0.5	i	i	i	i	23	i	i	i
COc1ccc(C(=O)N(C)c2c(C)n(C)n(-c3ccccc3)c2=O)cc1OC	i	i	-0.3	i	i	/	i	5	i	i	i
CC1=C(C(=O)Nc2ccccn2)C(c2cccnc2)n2nnnc2N1 (stereo unspecified)	i	i	-0.4	i	i	i	i	37	i	i	i
COc1cc2c(cc1OC)/C(=C/c1ccc(Br)cc1)C(=O)OC2	i	i	-0.4	i	i	i	i	9	i	i	i
NS(=O)(=O)c1ccc(N=C2C(=O)Nc3ccccc32)cc1	i	i	0.3	i	i	i	i	43	i	i	i
COC(=O)c1cccc(C(=O)N2CCCC(C(=O)c3cccc(OC(C)C)c3)C2)c1 (stereo unspecified)	i	i	-0.1	i	i	i	i	18	i	i	i
Cc1nnc(NC(=O)CSc2nnc(CC(=O)Nc3ccccc3Cl)n2C)s1	i	i	1.0	i	i	i	i	27	i	i	i
CCNC(=O)COc1cc(C)c(Br)c(C)c1	i	i	0.6	i	i	i	i	19	i	i	i
COc1cc2nc(C)sc2cc1SC	i	i	-0.5	i	i	i	i	43	i	i	i
CCC1OC(c2ccc([N+](=O)[O-])cc2)=Nc2ccccc21 (stereo unspecified)	i	i	1.1	i	i	i	i	4	i	i	i
COc1ccc(-c2cc(C(=O)N3CCCc4ccccc43)no2)cc1	i	i	1.9	i	i	i	i	5	i	i	i
Cc1ccc(NC(=S)Nc2ncccc2C)c(C)c1	i	i	2.3	i	i	i	i	11	i	i	i
CCCCCC(=O)NNC(=O)Cc1ccc([N+](=O)[O-])cc1	i	i	-0.2	i	i	i	i	7	i	i	i
Cc1ccc(NC(=O)c2cc3c(=O)oc4ccccc4c3s2)nc1	i	i	-0.4	i	i	i	i	30	i	i	i
COc1ccccc1NS(=O)(=O)c1cccc(C(=O)OCc2nc3ccccc3s2)c1	i	i	1.8	i	i	i	i	8	i	i	i
COc1ccc(C(=O)N/N=C/c2sc(=O)n(Cc3cccc(C(=O)O)c3)c2Cl)cc1	i	i	-0.1	i	i	i	i	18	i	i	i
CCCC(C)NC(=O)COc1ccc(S(=O)(=O)c2ccc(OCC(=O)NC(C)CCC)cc2)cc1 (stereo unspecified)	i	i	0.2	i	i	i	i	9	i	i	i
O=C1C([N+](=O)[O-])=C(O)c2cccc3cccc1c23	i	i	0.5	i	i	i	i	11	i	i	i

Source: PubChem BioAssay (several laboratories)
